TDP-43 yeast inh – rescues yeast growth from TDP-43 toxicity | TDP-43 expressing yeast growth rescue, BacTiter-Glo, 24 h | Potency, µM (top dose mostly 46.1 µM), for inactives: at the highest dose growth rescue (activation), usual class: activators | hit rate 1.8% among 410,000 | AID 652104; note: potency is the fitted concentration of half-maximal effect; % of control where 0% means no effect; nearly all actives have a fitted effect of over 50% in size
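Cell-based yeast growth screen: TDP-43 expression induced in galactose, inoculum OD600=0.02 after raffinose pregrowth to mid-log. Read-out BacTiter-Glo luminescence at 24 hr, 30 deg C; inhibition of toxicity seen as signal increase.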
pAkt inh – blocks phosphorylation of Akt. Neuro2A IGF-stimulated pAkt S473 HTRF, 20 min; stronger effect = lower value. activity change, % for hits at 50 µM. hit rate 0.32% among 360,000; in the data active = activity change below about -80%; inconclusive = mostly about -51% to -80%; note: % is set by controls: 0 for no effect and ±100 for the full control effect
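Single-point screen (50 µM final compound) in Neuro2A cells stimulated 20 min with 6 nM IGF at 37 deg C. After lysis, Ser473-phosphorylated Akt read by HTRF (ex 330 nm, em 615/665 nm) as the 665/615 ratio.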
PTHR1 ag – activates the human parathyroid hormone receptor PTHR1; Potency, µM (titrated, usually from 115 µM), inactives show at the top dose activation, actives largely listed as activators; HEK293 GP2 PTHR1 cells, GloSensor cAMP luminescence, 1 h; Q03431; hit rate 0.075% among 410,000; note: potency is the fitted concentration of half-maximal effect; nearly all actives have a fitted effect of over 55% in size; some results filed as inactive show a strong effect at the top dose; inactives centre near -15; many of its hits are not listed in these tables
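HEK-293-derived GP2 cells expressing PTHR1 and a GloSensor cAMP reporter, 3,000/well, plated overnight, given luciferin plus IBMX (each 0.5 mM as added) for 1 h at 37 °C, then compound for 1 h at 37 °C. Luminescence was read after 15 min at room temperature.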
D3 antag – antagonists of human D3 dopamine receptor; P35462; D3R cells, DiscoveRx beta-arrestin luminescence, antagonist mode; stronger effect = lower value; max response, negative = inhibition, %; hit rate 2.5% among 360,000; in the data active = max response below about -50%; inconclusive = no clear call, values can overlap the other calls; note: % is set by controls: 0 for no effect and ±100 for the full control effect; mostly tested at two doses, the higher about 12 µM
Target sequence (P35462 whole entry, looked up): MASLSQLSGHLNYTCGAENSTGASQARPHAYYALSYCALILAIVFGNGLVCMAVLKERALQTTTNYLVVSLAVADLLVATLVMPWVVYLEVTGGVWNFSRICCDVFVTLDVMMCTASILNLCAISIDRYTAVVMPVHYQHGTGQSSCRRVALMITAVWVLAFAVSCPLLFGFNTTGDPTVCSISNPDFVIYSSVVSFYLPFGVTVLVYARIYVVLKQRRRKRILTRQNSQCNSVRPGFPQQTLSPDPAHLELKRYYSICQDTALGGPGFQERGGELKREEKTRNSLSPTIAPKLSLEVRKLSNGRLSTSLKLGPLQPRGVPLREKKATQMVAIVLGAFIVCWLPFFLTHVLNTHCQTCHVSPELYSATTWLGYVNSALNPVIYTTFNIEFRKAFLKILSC
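Cells expressing the human receptor were seeded at 1500 cells/well, incubated overnight at 37 degrees C in 5% CO2, then exposed to library compounds with dopamine controls for 90 minutes at 37 degrees C before luminescent detection.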
GLP1R inv ag – GLP-1 receptor (human) inverse agonism; P43220; HEK293 GLP-1R CRE-luciferase, luminescence, 24 h; GLP-1R form is constitutively active; Potency, µM (titrated, usually from 38.3 µM), for inactives: at the top dose activity change, negative = inhibition, actives largely listed as inhibitors; hit rate 1.6% among 410,000; AID 624417; note: potency is the fitted concentration of half-maximal effect; % is set by controls: 0 for no effect and ±100 for the full control effect; nearly all actives have a fitted effect of over 55% in size
Target sequence (P43220 whole entry, looked up): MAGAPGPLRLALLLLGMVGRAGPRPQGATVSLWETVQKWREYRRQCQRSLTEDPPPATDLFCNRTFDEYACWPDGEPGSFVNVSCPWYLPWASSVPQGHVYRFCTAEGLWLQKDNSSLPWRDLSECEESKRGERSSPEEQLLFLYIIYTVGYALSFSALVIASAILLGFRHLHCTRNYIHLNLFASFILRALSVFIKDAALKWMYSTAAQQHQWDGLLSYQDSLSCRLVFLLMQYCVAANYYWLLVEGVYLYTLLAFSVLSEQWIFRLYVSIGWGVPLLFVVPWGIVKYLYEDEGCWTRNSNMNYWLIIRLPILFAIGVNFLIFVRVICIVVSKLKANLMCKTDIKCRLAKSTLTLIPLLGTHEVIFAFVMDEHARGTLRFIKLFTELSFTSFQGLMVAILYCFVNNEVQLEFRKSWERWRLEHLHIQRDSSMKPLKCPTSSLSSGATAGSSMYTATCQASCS
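HEK293 cells stably co-expressing constitutively active GLP-1R and a cAMP-responsive luciferase reporter were seeded in DMEM with 10% Nu serum, given compounds after 12 h, and incubated 24 h at 37 deg C. Luminescence was then read.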
Abeta yeast res – compounds reversing amyloid beta toxicity in yeast. hit rate 0.063% among 410,000. yeast expressing A-beta42, growth rescue, OD600, 48 h; response scale: 0% DMSO, 100% iron-clioquinol control. Potency, µM (titrated, usually from 46.1 µM), for inactives: top-dose growth rescue, usual class: activators. AID 1347071; note: potency is the fitted concentration of half-maximal effect; nearly all actives have a fitted effect of over 55% in size
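Growth rescue measured by 600 nm absorbance after 48 h yeast culture at 30 C with compound. Values normalized between DMSO and an equimolar ferric chloride plus clioquinol control.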
aSyn yeast inh – alpha-synuclein toxicity inhibition in yeast; Potency, µM (highest dose often 46.1 µM), for inactives: at the highest dose growth rescue (activation), actives largely listed as activators; AID 652106; Yeast expressing alpha-synuclein, growth rescue, BacTiter-Glo, 24 h; hit rate 0.14% among 370,000; note: potency is the fitted concentration of half-maximal effect; % of control where 0% means no effect; nearly all actives have a fitted effect of over 65% in size
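Rescue of yeast growth: cells expressing toxic alpha-synuclein, induced in galactose at OD600 0.02, incubated with compound 24 h at 30 C. ATP luminescence quantified growth; inhibitors of toxicity appear as activators.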
FUS suppressor – FUS proteinopathy suppression in yeast. hit rate 0.24% among 390,000. Potency, µM (highest dose often 76.6 µM), for the others: at the highest dose growth rescue (activation), hits mostly activators. S. cerevisiae FUS-expressing, growth rescue, OD600, 24 h. AID 1347120;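 note: potency is the fitted concentration of half-maximal effect; plate controls were DMSO vehicle for no effect and reference control for full effect; nearly all actives have a fitted effect of over 55% in size; some results filed as inactive show a strong effect at the top dose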
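Toxicity suppression screen in FUS-yeast. Cells induced with 2% galactose, starting OD 0.005, treated 24hr at 30C with compounds at multiple final concentrations; growth by OD600.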
GLP1R ag – GLP-1 receptor (human) agonism | hit rate 0.007% among 380,000 | Potency, µM (highest dose often 45.6 µM), for the others: top-dose activation, usual class: activators | HEK293 GLP-1R CRE-luciferase, luminescence, 4-6 h; cells express a hypersensitive GLP-1R form | P43220; note: potency is the fitted concentration of half-maximal effect; % of control where 0% means no effect
Numbers without * were called inactive; i = inactive; u = inconclusive; x = no result given; [ ] = dose if it differs, or a comment. Unless noted, calls come from the whole dose curve; as a rule, active = well fitted curve in the direction sought with a large enough effect; inconclusive = small, poorly fitted or top-dose-only effect, or another doubt; inactive = no such curve, though single readings can be large; an effect the other way counts as inactive or inconclusive. Some of the compounds tested; rates above refer to the full screens.

SMILES | TDP-43 yeast inh | pAkt inh | PTHR1 ag | D3 antag | GLP1R inv ag | Abeta yeast res | aSyn yeast inh | FUS suppressor | GLP1R ag
CC(NC(=O)c1sc2ccccc2c1Cl)C1CCCO1 (configuration not stated) | u | i | -55%[inhibitor] | -20 | -20% | -1% | 3% | 5% | 0%
CCOc1ccc(-c2noc(-c3cccnc3)n2)cc1OC | 0% | i | -18% | -13 | 65%[activator] | 1% | 0% | 0% | 16%
COc1ccc(C(=O)NNC(=O)C(Cc2ccc(O)cc2)NC(=O)c2ccccc2NC(=O)c2ccc(OC)cc2)cc1 (configuration not stated) | -8% | i | i | -5 | -2% | 34% | -2% | 12% | -4%
COc1ccc(N(Cc2ccccc2)C(=O)c2nc(S(C)(=O)=O)ncc2Cl)cc1 | 0% | x | -26% | x | 10µM* | -12% | x | 17% | x
O=c1c2cc(F)ccc2sn1-c1ccc(F)cc1 | -91%[inhibitor] | i | -89%[inhibitor] | 2 | -23% | -84%[inhibitor] | -26% | 3% | -2%
COc1ccc(C(=O)NC(CC(=O)O)c2cc([N+](=O)[O-])ccc2Cl)c(SC)c1 (configuration not stated) | -15% | i | 13% | -19 | 5% | -14% | 1% | 7% | 3%
Cc1ccccc1N(C(=O)c1snc(C(N)=O)c1N)C(C(=O)NCC1CCCO1)c1ccc(F)cc1 (configuration not stated) | 14% | i | i | 7 | -25% | -7% | 5% | 12% | 5%
CCOc1ccccc1N1CCN(C(=O)c2ccccc2)CC1 | 15% | i | -4%[57.5 µM] | -21 | -8% | 26% | -3% | 5% | 3%
Cc1ccc(C)c(-c2nnc(NC(=O)COc3ccccc3)o2)c1 | 14µM* | i | -3% | 6 | -2% | 24% | 11µM* | 11% | -20%
CNC(=O)NC(=O)CSc1nnc(C(F)(F)F)n1C | 4% | i | i | -9 | 12% | 7% | 0% | -4% | -8%

For convenience, part of the list above:
SMILES | TDP-43 yeast inh | pAkt inh | PTHR1 ag | D3 antag | GLP1R inv ag | Abeta yeast res | aSyn yeast inh | FUS suppressor | GLP1R ag
CCOc1ccccc1N1CCN(C(=O)c2ccccc2)CC1 | 15% | i | -4%[57.5 µM] | -21 | -8% | 26% | -3% | 5% | 3%
Cc1ccc(C)c(-c2nnc(NC(=O)COc3ccccc3)o2)c1 | 14µM* | i | -3% | 6 | -2% | 24% | 11µM* | 11% | -20%
CNC(=O)NC(=O)CSc1nnc(C(F)(F)F)n1C | 4% | i | i | -9 | 12% | 7% | 0% | -4% | -8%

One compound at a time, from the list above:
CCOc1ccc(-c2noc(-c3cccnc3)n2)cc1OC reads TDP-43 yeast inh = 0%; pAkt inh = i; PTHR1 ag = -18%; D3 antag = -13; GLP1R inv ag = 65%[activator]; Abeta yeast res = 1%; aSyn yeast inh = 0%; FUS suppressor = 0%; GLP1R ag = 16%
CC(NC(=O)c1sc2ccccc2c1Cl)C1CCCO1 (configuration not stated) reads TDP-43 yeast inh = u; pAkt inh = i; PTHR1 ag = -55%[inhibitor]; D3 antag = -20; GLP1R inv ag = -20%; Abeta yeast res = -1%; aSyn yeast inh = 3%; FUS suppressor = 5%; GLP1R ag = 0%

The listing continues.
SMILES | TDP-43 yeast inh | pAkt inh | PTHR1 ag | D3 antag | GLP1R inv ag | Abeta yeast res | aSyn yeast inh | FUS suppressor | GLP1R ag
CC(C)CNC(=O)C1(C)CCCCCN1Cc1ccccc1-c1ccccc1 (configuration not stated) | -6% | i | -35%[inhibitor] | u | u | 25% | 0% | 6% | 0%
CCN(CC)c1ccc(NC(=O)CCc2nnc3ccc(N4CCCCC4)nn23)c(C)c1 | 0% | i | -19% | -11 | -26% | -6% | -4% | -4% | 20%
CC(=O)c1c(C)[nH]c(C(=O)CSc2nnc(C3CCCCC3)n2N)c1C | 8% | i | -9%[57.5 µM] | 11 | 99%[activator] | 7% | -5% | u | 6%
CCOC(=O)/C=C/C(=O)N1CCN(C(=O)/C=C/C(=O)OCC)CC1 | 5% | i | i | -7 | 169%[activator] | 2% | 1% | 2% | 4%
CCC(C)Nc1nc(-c2ccc3c(c2)NC(=O)CO3)cs1 (configuration not stated) | 11% | i | -16%[57.5 µM] | 4 | u | 11% | 2% | u | 19%
CCn1c(=O)cc(OCC(=O)N2CCN(C(=O)c3ccco3)CC2)c2ccccc21 | 0% | i | i | -11 | 0% | 8% | -1% | 8% | u
O=C(Nc1cccc2ccccc12)N1N=CCC1c1ccccc1 (configuration not stated) | -38%[inhibitor] | i | -10% | u | u | -11% | 19% | 7% | 27%
O=C(COc1ccc2c3c(c(=O)oc2c1)CCCC3)NCc1ccccn1 | 11% | i | -20% | 3 | 4% | -13% | 3% | -4% | 1%
CC1CCc2c(sc(NC(=O)CN3CCN(C(=O)c4ccco4)CC3)c2C#N)C1 (configuration not stated) | u | i | -18% | 6 | u | -7% | -1% | u | 1%
C(=N\N=C\c1cccnc1)/c1cccnc1 | 7% | i | i | -11 | -11% | -2% | 0% | x | -5%
O=C(Nc1ccc(N2CCCC2)c(Cl)c1)c1ccc([N+](=O)[O-])cc1 | 9% | i | -19% | u | -4% | -20% | -5% | 1% | -4%
CCOc1cc(CNc2ccc3c(c2)OCCO3)cc(Br)c1OC | u | i | i | 11 | u | -17% | 4% | 19% | -4%
Cc1c(C(=O)N2CCN(c3ccccc3F)CC2)sc2nc(-c3ccccc3)cn12 | 14µM* | i | -48%[inhibitor][57.5 µM] | 10 | 0% | -9% | 8% | 19% | -13%
Cc1ccc(Nc2nnc(SCC(=O)Nc3cccc(S(=O)(=O)NC4=NCCCCC4)c3)s2)c(C)c1 | 6% | i | -18% | -1 | -33% | 1% | -3% | x | -2%
Cc1cc(C2(O)C(=O)Nc3ccccc32)ccc1F (configuration not stated) | 1% | i | -22% | 12 | -19% | -10% | u | -11% | -3%
Cc1[nH]c2ccccc2c1C(=O)CN1C(=O)C(=O)N(CCC2=CCCCC2)C1=O | 8% | i | -22% | -3 | u | 7% | -2% | -3% | 0%
COC(=O)N1CCCc2cc(S(=O)(=O)N3CCN(c4ccccc4)CC3)ccc21 | 9% | x | -9% | x | -30% | -4% | 0% | 9% | 2%
O=C1CN(C(=O)COC(=O)c2ccc(C(F)(F)F)cc2)c2ccccc2N1 | -1% | i | -24% | 13 | 11% | -9% | -3% | -4% | -2%
CC(C)(C)OCC1CO1 (configuration not stated) | 22% | i | -22% | 2 | 5% | -3% | -1% | -28% | -4%
CN1c2ccc(Cl)cc2-c2nc(SCC(=O)Nc3cc(F)ccc3F)ncc2S1(=O)=O | 1% | x | i | x | -23% | -25% | x | 20% | x

6 entries from above, sorted by their value in GLP1R ag, descending.
| Structure | pAkt inh | PTHR1 ag | GLP1R ag |
| --- | --- | --- | --- |
| COC(=O)N1CCCc2cc(S(=O)(=O)N3CCN(c4ccccc4)CC3)ccc21 | x | -9% | 2% |
| Cc1[nH]c2ccccc2c1C(=O)CN1C(=O)C(=O)N(CCC2=CCCCC2)C1=O | i | -22% | 0% |
| O=C1CN(C(=O)COC(=O)c2ccc(C(F)(F)F)cc2)c2ccccc2N1 | i | -24% | -2% |
| Cc1cc(C2(O)C(=O)Nc3ccccc32)ccc1F (configuration not stated) | i | -22% | -3% |
| CCOc1cc(CNc2ccc3c(c2)OCCO3)cc(Br)c1OC | i | i | -4% |
| Cc1c(C(=O)N2CCN(c3ccccc3F)CC2)sc2nc(-c3ccccc3)cn12 | i | -48%[inhibitor][57.5 µM] | -13% |

(cont.)
SMILES | TDP-43 yeast inh | pAkt inh | PTHR1 ag | D3 antag | GLP1R inv ag | Abeta yeast res | aSyn yeast inh | FUS suppressor | GLP1R ag
CCOc1ccc(-c2nonc2NC(=O)c2ccccc2C)cc1 | -7% | x | -1% | x | -2% | -9% | x | 10% | x
COc1ccc(Cc2nc(C(=O)Nc3ccc(OC)cc3)cs2)cc1 | 13% | i | -11%[57.5 µM] | 19 | -18% | -20% | -8% | 29% | 1%
CCCC(=O)OCC(=O)Nc1ccc([N+](=O)[O-])cc1C#N | 3% | i | -4% | 1 | 0% | 2% | 1% | -11% | -1%
O=c1[nH]c(C2CCN(S(=O)(=O)c3ccc(S(=O)(=O)NC4CC4)cc3)CC2)nc2c1nnn2Cc1ccc(F)cc1 | -18% | i | -7% | 30 | u | 9% | 6% | u | 6%
Cc1ccccc1C(=O)Nc1cccc(-c2cn3cccnc3n2)c1 | -20% | x | 2% | x | 8% | -23% | x | -5% | x
CS(=O)(=O)N(Cc1ccc(C(=O)NN=C2CCCC2)cc1)c1ccccc1 | 0% | i | i | -1 | 18% | -10% | 0% | x | -4%
COc1ccc2oc(-c3ccc(C)c(NC(=O)c4ccc(N5CCCCC5)c([N+](=O)[O-])c4)c3)nc2c1 | 18% | x | -33%[inhibitor] | x | 17% | -5% | x | -3% | 1%
Cc1ccc(NC(=O)CS(=O)CC(=O)NC23CC4CC(CC(C4)C2)C3)cc1 (configuration not stated) | 10% | i | i | 4 | u | 18% | -2% | 24% | 7%
CC(O)c1ccc(-n2cnnn2)cc1 (configuration not stated) | 15% | i | i | 5 | 10% | 5% | -1% | -4% | 2%
CC1CC1C(=O)Nc1nc2ccc(S(C)(=O)=O)cc2s1 (configuration not stated) | -7% | i | 10% | -17 | 34%[activator] | 15% | 0% | 19% | 16%
Cn1ccnc1C(=O)c1ccc(NN)c([N+](=O)[O-])c1 | 9% | i | -8% | 7 | 34%[activator] | -18% | -6% | 27% | 12%
NS(=O)(=O)c1ccc(CCNC(=O)c2ccc3c(=O)n4c(nc3c2)CCCCC4)cc1 | 14% | i | i | 11 | 8% | -4% | 0% | -3% | 6%

Bioassay records from PubChem.
